# CXCR6 block: blocks human CXCR6 beta-arrestin recruitment; inhibition, % at 20 µM; 0.36% of 360,000 active; CHO-K1 PathHunter CXCR6 beta-arrestin, luminescence; AID 602244; in the data active = inhibition above about 34%, passing the limit was not always enough;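 also: antagonist mode with CXCL16 agonist at 10 nM final; 0% = 10 nM CXCL16 with DMSO and 100% = unstimulated wells without agonist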
# Numbers without * were called inactive. Only part of the results is shown; the hit share may differ from the screen's.
SMILES,CXCR6 block
COc1ccc(C(=O)CC(=O)c2ccc(C(C)(C)C)cc2)cc1,-1.5
CC12CCC(CC1)C(C)(C)O2,0.6
CCOc1ccccc1C(N)=O,6.4
CC1(C)OC2CC(=O)OCC23C1CC(=O)C1(C)C3CCC2(C)C(c3ccoc3)OC(=O)C3OC321 (configuration not stated),-14.4
CC(=O)c1ccc2c(c1)N(CCCN(C)C)c1ccccc1S2,5.4

# Ordered by value in CXCR6 block (descending): 3 of the compounds above
SMILES,CXCR6 block
CCOc1ccccc1C(N)=O,6.4
CC12CCC(CC1)C(C)(C)O2,0.6
COc1ccc(C(=O)CC(=O)c2ccc(C(C)(C)C)cc2)cc1,-1.5

# Compound activity from PubChem.
